Assay outcomes from PubChem BioAssay.
GLP-1R inv ag: qHTS of GLP-1 Receptor Inverse Agonists (Inhibition Mode). Glucagon-like peptide 1 receptor (Homo sapiens), P43220. HEK293 GLP-1R CRE-luciferase, luminescence, 24 h; GLP-1R form is constitutively active. Potency, µM (doses to about 38.3 µM), for the others: at the top dose activity change, negative = inhibition, hits mostly inhibitors. 1.6% of 410,000 active. AID 624417, 2012; note: potency is the fitted concentration of half-maximal effect; % is set by controls: 0 for no effect and ±100 for the full control effect; nearly all actives have a fitted effect of over 55% in size
Target sequence (P43220 whole entry, looked up): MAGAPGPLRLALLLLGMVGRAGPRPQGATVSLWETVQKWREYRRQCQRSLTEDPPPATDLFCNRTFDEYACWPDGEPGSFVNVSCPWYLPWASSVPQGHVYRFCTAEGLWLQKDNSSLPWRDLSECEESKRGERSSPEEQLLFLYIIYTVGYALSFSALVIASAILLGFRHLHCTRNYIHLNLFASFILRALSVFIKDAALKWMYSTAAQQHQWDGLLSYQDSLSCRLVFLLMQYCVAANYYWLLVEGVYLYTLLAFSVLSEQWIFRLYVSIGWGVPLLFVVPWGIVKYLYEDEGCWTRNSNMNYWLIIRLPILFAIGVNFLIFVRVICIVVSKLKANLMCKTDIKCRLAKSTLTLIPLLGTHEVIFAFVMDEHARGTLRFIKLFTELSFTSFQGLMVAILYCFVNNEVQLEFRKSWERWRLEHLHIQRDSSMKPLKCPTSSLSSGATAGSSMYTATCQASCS
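Luminescence readout: a drop in cAMP-driven luciferase signal flags inverse agonism at a constitutively active GLP-1R stably expressed in HEK293. Compound exposure lasted 24 hr at 37 deg C, 5% CO2.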
GLP-1R agonist: qHTS of GLP-1 Receptor Agonists. Glucagon-like peptide 1 receptor (Homo sapiens), P43220. HEK293 GLP-1R CRE-luciferase, luminescence, 4-6 h; cells express a hypersensitive GLP-1R form. Potency, µM (top dose mostly 45.6 µM), for inactives: top-dose activation, actives largely listed as activators. 0.007% of 380,000 active. AID 624172, 2012; note: potency is the fitted concentration of half-maximal effect; % of control where 0% means no effect
TDP43 rescue: qHTS of TDP-43 Inhibitors | TDP-43 expressing yeast growth rescue, BacTiter-Glo, 24 h | 1.8% of 410,000 active | Potency, µM (doses to about 46.1 µM), for inactives: top-dose growth rescue (activation), usual class: activators | AID 652104, 2013; note: potency is the fitted concentration of half-maximal effect; % of control where 0% means no effect; nearly all actives have a fitted effect of over 50% in size
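In this qHTS, compounds that restore growth of yeast expressing TDP-43 appear as activators. Cells (OD600=0.02, galactose medium, raffinose-pregrown) are incubated with compound 24 hr at 30 deg C and growth is quantified by BacTiter-Glo.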
Abeta yeast res: qHTS for compounds that reverse cellular toxicity of Amyloid beta (A-beta) peptide in yeast: Primary Screen | 0.063% of 410,000 active | yeast expressing A-beta42, growth rescue, OD600, 48 h; response scale: 0% DMSO, 100% iron-clioquinol control | Potency, µM (doses to about 46.1 µM), for the others: at the highest dose growth rescue, hits mostly activators; note: potency is the fitted concentration of half-maximal effect; nearly all actives have a fitted effect of over 55% in size
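Growth rescue measured by 600 nm absorbance after 48 h yeast culture at 30 C with compound. Values normalized between DMSO and an equimolar ferric chloride plus clioquinol control.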
DRD3 antagonist: qHTS of D3 Dopamine Receptor Antagonist: qHTS; D(3) dopamine receptor (Homo sapiens), P35462; D3R cells, DiscoveRx beta-arrestin luminescence, antagonist mode; hits give low values; max response, negative = inhibition, %; 2.5% of 360,000 active; AID 652054, 2013; in the data active = max response below about -50%; inconclusive = no clear call, values can overlap the other calls; note: % is set by controls: 0 for no effect and ±100 for the full control effect; mostly tested at two doses, the higher about 12 µM
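Cells plated overnight at 1500 cells/well, then exposed to library compounds with dopamine controls for 90 minutes at 37 degrees C. DiscoveRx reagent added for 30–60 minutes at room temperature; luminescence read, quantitative HTS format.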
aSyn rescue: qHTS of alpha-syn Inhibitors; Yeast expressing alpha-synuclein, growth rescue, BacTiter-Glo, 24 h; Potency, µM (series often up to 46.1 µM), for inactives: top-dose growth rescue (activation), most hits filed as activators; 0.14% of 370,000 active; AID 652106, 2013; note: potency is the fitted concentration of half-maximal effect; % of control where 0% means no effect; nearly all actives have a fitted effect of over 65% in size
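Galactose-induced alpha-syn yeast (OD600=0.02, raffinose-pregrown) + pinned cpd, 24 hr, 30 deg C; growth by BacTiter-Glo luminescence. Growth restoration scores as activation.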
PTHR1 ag: qHTS for PTHR1 Agonists: Primary Screen; HEK293 GP2 PTHR1 cells, GloSensor cAMP luminescence, 1 h; Potency, µM (doses to about 115 µM), for the others: at the highest dose activation, hits mostly activators; 0.075% of 410,000 active; note: potency is the fitted concentration of half-maximal effect; nearly all actives have a fitted effect of over 55% in size; some results filed as inactive show a strong effect at the top dose; inactives centre near -15; many of its hits are not listed in these tables
Target sequence (Q03431 whole entry, looked up): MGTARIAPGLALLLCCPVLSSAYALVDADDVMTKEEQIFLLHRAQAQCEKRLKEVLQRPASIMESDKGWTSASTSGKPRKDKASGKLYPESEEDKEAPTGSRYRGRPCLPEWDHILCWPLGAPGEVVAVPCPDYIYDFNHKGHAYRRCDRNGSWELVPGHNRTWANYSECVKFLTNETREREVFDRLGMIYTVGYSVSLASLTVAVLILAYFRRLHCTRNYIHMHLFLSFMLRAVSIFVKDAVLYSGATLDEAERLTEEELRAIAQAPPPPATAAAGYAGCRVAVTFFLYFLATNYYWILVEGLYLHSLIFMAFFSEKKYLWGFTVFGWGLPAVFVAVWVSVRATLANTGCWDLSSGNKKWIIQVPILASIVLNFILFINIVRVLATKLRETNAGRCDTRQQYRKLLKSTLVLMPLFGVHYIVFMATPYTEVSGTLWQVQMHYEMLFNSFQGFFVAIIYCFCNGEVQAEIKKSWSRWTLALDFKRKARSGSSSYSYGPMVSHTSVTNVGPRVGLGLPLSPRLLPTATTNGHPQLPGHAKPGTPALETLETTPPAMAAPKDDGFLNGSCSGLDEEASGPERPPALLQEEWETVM
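HEK-293-derived GP2 cells expressing PTHR1 and a GloSensor cAMP reporter, 3,000/well, plated overnight, given luciferin plus IBMX (each 0.5 mM as added) for 1 h at 37 °C, then compound for 1 h at 37 °C. Luminescence was read after 15 min at room temperature.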
FUS yeast rescue: qHTS for Suppressors of FUS Proteinopathy: Primary screen using FUS-linked yeast assay. Potency, µM (series often up to 76.6 µM), inactives show at the highest dose growth rescue (activation), usual class: activators. AID 1347120, 2019. 0.24% of 390,000 active. S. cerevisiae FUS-expressing, growth rescue, OD600, 24 h;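 note: potency is the fitted concentration of half-maximal effect; plate controls were DMSO vehicle for no effect and reference control for full effect; nearly all actives have a fitted effect of over 55% in size; some results filed as inactive show a strong effect at the top dose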
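Toxicity suppression screen in FUS-yeast. Cells induced with 2% galactose, starting OD 0.005, treated 24hr at 30C with compounds at multiple final concentrations; growth by OD600.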
pAkt inh: HTS Assay for Inhibitors of Akt Phophorylation: Primary Screen. Neuro2A IGF-stimulated pAkt S473 HTRF, 20 min; hits give low values. activity change, % for hits at 50 µM. 0.32% of 360,000 active; in the data active = activity change below about -80%; inconclusive = mostly about -51% to -80%; note: % is set by controls: 0 for no effect and ±100 for the full control effect
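Single-point screen (50 µM final compound) in Neuro2A cells stimulated 20 min with 6 nM IGF at 37 deg C. After lysis, Ser473-phosphorylated Akt read by HTRF (ex 330 nm, em 615/665 nm) as the 665/615 ratio.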
* = called active by the depositor; i = inactive; ? = inconclusive; nt = no result given; & = joins results of further samples; [ ] = remark or other dose. Unless noted, calls come from the whole dose curve; as a rule, active = well fitted curve in the direction sought with a large enough effect; inconclusive = small, poorly fitted or top-dose-only effect, or another doubt; inactive = no such curve, though single readings can be large; an effect the other way counts as inactive or inconclusive.

[1] COc1cccc(NC(=O)CN(C)C(=O)c2ccccn2)c1
[2] CCOC(=O)c1c(C)[nH]c2cc(Br)c(OC)cc12
[3] CCc1c(C)sc(NC(=O)c2ccco2)c1C(=O)N1CCCCC1
[4] CN(Cc1ccccc1)C(=O)COC(=O)C12CC3CC(CC(Br)(C3)C1)C2
[5] FC(F)(F)c1ccccc1-c1nc(-c2ccncc2)no1
[6] COc1ccccc1C(=O)NCCC(=O)N1CCN(S(=O)(=O)c2ccc(Cl)cc2)CC1
[7] CCC(Sc1nc(N)cc(=O)[nH]1)C(=O)NC(C(=O)OC)c1ccccc1 (configuration not stated)
[8] O=C(C1CCN(S(=O)(=O)c2ccc(Cl)s2)CC1)N1CCN(c2ccccc2)CC1
screen / no. | 1 | 2 | 3 | 4 | 5 | 6 | 7 | 8
GLP-1R inv ag | 7% | 6% | 0% | ? | 10% | 7% | 7% | ?
GLP-1R agonist | 2% | 8% | 2% | -2% | 13% | 9% | -6% | -3%
TDP43 rescue | 15% | ? | -11% | -10% | 0% | 3% | -9% | 14µM*
Abeta yeast res | -3% | 8% | 0% | 0% | -1% | -3% | -8% | 8%
DRD3 antagonist | -13 | 3 | 15 | -18 | 3 | 16 | 14 | 3
aSyn rescue | 4% | 0% | -14% | 9% | 8% | 2%[1.84 µM] | 0% | 21%
PTHR1 ag | i | i | -21% | -71% | -37% | -26% | -14%[57.5 µM] | -40%[inhibitor]
FUS yeast rescue | -6% | -7% | 23% | nt | 9% | ? | 52% | nt
pAkt inh | i | i | i | i | i | i | i | i

[9] O=[N+]([O-])c1ccc(N=NN(CCO)CCO)cc1
[10] O=c1cc(C(F)(F)F)nc(-c2cccnc2)[nH]1
[11] COc1ccc(Cl)cc1NC(=O)COC(=O)C1=NNC(=O)CC1
[12] CSc1ccccc1OCc1cc(C(=O)N2CCN3CCCC3C2)no1 (configuration not stated)
[13] COC(=O)/C(=C\Nc1ccc(OC)cc1)NC(=O)c1ccc(Cl)cc1Cl
[14] COc1ccc(C2CC(=O)Oc3c2c(=O)n(C)c2ccccc32)c(OC)c1OC (configuration not stated)
[15] COc1ccccc1NS(=O)(=O)c1cccc(NS(=O)(=O)c2cc(C(=O)O)ccc2OC)c1
[16] CC[C@]12c3[nH]c4ccc(Cl)cc4c3CCN1C(=O)[C@@H](CC(=O)NCCN1CCOCC1)C[C@@H]2C(=O)N1CCN(C(=O)C2CC2)CC1
screen / no. | 9 | 10 | 11 | 12 | 13 | 14 | 15 | 16
GLP-1R inv ag | 2% | 6% | -4% | -6% | -31% | 14%&14% | 0% | 9%
GLP-1R agonist | -7% | 1% | 3% | -2% | 30% | 0% | -3% | -1%
TDP43 rescue | -5% | -19% | -6% | -12% | 5% | 9%&13% | 8% | 11%
Abeta yeast res | -27% | -15% | 1% | 1% | 18% | -9%&-13% | -2% | -5%
DRD3 antagonist | -4 | -26 | 1 | -23 | 0 | 11 | 3 | 6
aSyn rescue | -8% | -1% | 3% | -4% | 10% | 15% | 7% | -1%
PTHR1 ag | i | -27% | -25% | i | i | -17% | i | -14%
FUS yeast rescue | -12% | 12% | nt | 18% | 3% | 7%&19% | -1% | -16%
pAkt inh | i | i | i | i | i | i | i | i

Record cards, from the list above. Order of screens: GLP-1R inv ag | GLP-1R agonist | TDP43 rescue | Abeta yeast res | DRD3 antagonist | aSyn rescue | PTHR1 ag | FUS yeast rescue | pAkt inh
Record of COc1ccc(Cl)cc1NC(=O)COC(=O)C1=NNC(=O)CC1 = -4% | 3% | -6% | 1% | 1 | 3% | -25% | nt | i
Record of COC(=O)/C(=C\Nc1ccc(OC)cc1)NC(=O)c1ccc(Cl)cc1Cl = -31% | 30% | 5% | 18% | 0 | 10% | i | 3% | i

3 of the compounds above, tab-delimited.
#	SMILES	GLP-1R inv ag	GLP-1R agonist	TDP43 rescue	Abeta yeast res	DRD3 antagonist	aSyn rescue	PTHR1 ag	FUS yeast rescue	pAkt inh
10	O=c1cc(C(F)(F)F)nc(-c2cccnc2)[nH]1	6%	1%	-19%	-15%	-26	-1%	-27%	12%	i
11	COc1ccc(Cl)cc1NC(=O)COC(=O)C1=NNC(=O)CC1	-4%	3%	-6%	1%	1	3%	-25%	nt	i
12	CSc1ccccc1OCc1cc(C(=O)N2CCN3CCCC3C2)no1 (configuration not stated)	-6%	-2%	-12%	1%	-23	-4%	i	18%	i

The results go on.
Results follow in this order: GLP-1R inv ag | GLP-1R agonist | TDP43 rescue | Abeta yeast res | DRD3 antagonist | aSyn rescue | PTHR1 ag | FUS yeast rescue | pAkt inh
(17) CCOc1ccc(-n2c(=O)c3sccc3n(Cc3ccc(C)cc3)c2=O)cc1
    -18% | -4% | 14% | 2% | 113 | 4% | -4% | 6% | i
(18) O=Cc1c(Cl)cccc1Cl
    -4% | 0% | 23% | -6% | 0 | 0% | -9% | -28% | i
(19) O=C(Nc1ccccc1)/C(=C\c1cccs1)NC(=O)c1ccccc1
    -1% | 2% | 19% | 21% | 25 | 3% | -9% | 11% | i
(20) COc1ccc(C(=O)OCC(=O)NCC2CCCO2)c(F)c1 (configuration not stated)
    6% | -2% | 5% | 0% | -11 | -6% | i | -6% | i
(21) COCc1ccc(C(=O)N2CCCC(CNC(=O)c3ccc(F)cc3)C2)o1 (configuration not stated)
    4% | -6% | 17% | -4% | 11 | 0% | -14% | nt | i
(22) CC1CCN(S(=O)(=O)c2cc(C(=O)Nc3ccc(Br)cc3F)n(C)c2)CC1
    ? | -1% | 2% | -4% | nt | nt | -21% | 31% | nt
(23) O=C1CC(C(=O)Nc2ncccn2)C(c2ccccc2)O1 (configuration not stated)
    2% | -16% | 3% | 0% | 4 | -10% | i | -25% | i
(24) Cc1ccn2cc(CCNC(=O)Cc3cccs3)nc2c1
    -3% | 9% | -8% | -11% | 1 | 0% | -22% | -23% | i
(25) Cc1cc(C)c(C(=O)Nc2ccc(S(=O)(=O)Nc3ccccn3)cc2)c(C)c1
    13% | 12% | 4% | -10% | 2 | -8% | -3% | -4% | i
(26) CNC(C)C(=O)NC(C(=O)N1CCCC1C(=O)NC1CCCc2ccccc21)C(C)C (configuration not stated)
    -1% | -7% | 17% | -8% | 1 | 0% | 2% | 6% | i
(27) COc1ccc(CC(=O)NCc2ccc3c(c2)cc(C)n3C)cc1
    -7% | -4% | 10% | 11% | -23 | -2% | -1% | 12% | i
(28) COc1ccc(-c2cc(C(F)(F)F)n3nc(C(=O)N4CCN(C(=O)c5ccco5)CC4)cc3n2)cc1
    46%[activator] | -4% | 25% | 3% | 92 | 3% | i | 14% | i
(29) CN(CC(=O)NCCCc1ccccc1)Cc1ccc(Br)cc1
    ? | 1% | -14% | -8% | 1 | 6% | -69%[inhibitor] | -14% | i
(30) CCCn1c(SCc2nc3sc(C)c(C)c3c(=O)[nH]2)nc2ccccc2c1=O
    26% | 0% | -11% | 7% | 25 | -8% | i | nt | i
(31) CCN(CC)CCCNC(=O)CSc1nc(-c2ccc(OC)cc2)cc(C(F)(F)F)n1
    ? | nt | 12%[9.22 µM] | -9% | nt | nt | -12% | -2% | nt
(32) CCOc1oc(-c2ccc(OC)cc2)nc1C(F)(F)F
    1% | 0% | 21% | -9% | -7 | -11% | i | 8% | i
(33) CCOc1ccc(NC(=S)N(CCCN2CCOCC2)Cc2cn(C)c3ccccc23)cc1
    ? | 11% | -2% | 30% | -8 | 1% | 1% | 45% | i
(34) COc1ccccc1N(C)S(=O)(=O)c1ccc(C(=O)Nc2cc(OC)c(OC)c(OC)c2)cc1
    ? | -6% | 1% | 2% | 33 | 1% | i | 39% | i
(35) Cc1cc(Cl)nc(Cl)c1C(=O)NC(=O)NCCC(C)C
    ? | 0% | 7% | 12% | -17 | 9% | -24% | -25% | i
(36) Cc1ccc(C(=O)Nc2ccc3ccccc3n2)cc1
    ? | 6% | 23% | -29% | -15 | -10% | -29% | -3% | i
(37) CCOC(=O)c1c(NC(=O)CCl)sc(CN(C)C)c1-c1ccccc1
    ? | 13% | -15% | -11% | ? | -9% | -24% | 12% | i
(38) C=CCN1C(=O)c2ccccc2Sc2ccc(C(=O)N3CCN(C)CC3)cc21
    -3% | 1% | 16% | 10% | 58 | 7% | i | nt | i
(39) Cc1ccc(C2(C)NC(=O)N(CC(=O)NNC(=O)c3ccccc3F)C2=O)cc1 (configuration not stated)
    -38% | -5% | -30% | -14% | 6 | -4% | ? | nt | i
(40) Cc1cn(C)c(CC(=O)NCc2ccccc2Cl)c1C(=O)O
    5% | nt | 7% | 2% | nt | nt | -16% | 26% | nt
(41) CCCCC(=O)Nc1ccc(Br)cc1C(=O)O
    0% | 19% | -9% | -3% | -4 | -14% | -56%[inhibitor] | 24% | i
(42) O=C(NCCCN1CCOCC1)Nc1ccc(Cc2ccc(NC(=O)NCCCN3CCOCC3)cc2)cc1
    0% | -5% | 4% | 17% | -29 | -2% | -17% | 20% | i

With a hit mark in TDP43 rescue (from the list above):
| no. | structure | GLP-1R inv ag | GLP-1R agonist | TDP43 rescue | DRD3 antagonist | aSyn rescue | PTHR1 ag | pAkt inh |
| --- | --- | --- | --- | --- | --- | --- | --- | --- |
| 8 | O=C(C1CCN(S(=O)(=O)c2ccc(Cl)s2)CC1)N1CCN(c2ccccc2)CC1 | ? | -3% | 14µM* | 3 | 21% | -40%[inhibitor] | i |

Taken from above:
#32 | aSyn rescue = -11%
#38 | GLP-1R inv ag = -3%
#39 | GLP-1R inv ag = -38%
#34 | GLP-1R agonist = -6%
#40 | FUS yeast rescue = 26%
#35 | FUS yeast rescue = -25%
#19 | FUS yeast rescue = 11%

Only part of the results is shown; the hit share may differ from the screen's.
